Screening results from PubChem BioAssay.
GPR35 arrestin U2OS – GPR35 antagonists blocking zaprinast-driven arrestin recruitment, primary screen, imaging, U2OS, beta-arrestin-GFP, zaprinast agonist (AID 2058). inhibition, % at 10 µM; hits with a dose series show IC50 in µM. 290,000 tested, 0.052% active. U2OS GPR35 beta-arrestin-GFP translocation imaging, zaprinast antagonism; higher % means a stronger effect. G-protein coupled receptor 35 (Homo sapiens);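 active means inhibition of at least 50% with at least 30 cells and total cytoplasm GFP at most 10,000,000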
GPR55 antagonists – GPR55 antagonists blocking LPI-driven arrestin recruitment, primary screen, imaging, U2OS, beta-arrestin-GFP, LPI agonist (AID 2013); 290,000 tested, 0.13% active; G-protein coupled receptor 55 (Homo sapiens); U2OS GPR55 beta-arrestin-GFP translocation imaging, LPI antagonism; higher % means a stronger effect; one-dose inhibition, % at 10 µM; IC50 in µM for titrated hits;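 active means spots per cell inhibited over 60%, with over 100 cells counted and total cytoplasm intensity under 500,000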;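 further: U2OS cells stably carrying GPR55 and arrestin-GFP stimulated by 5 µM LPI near EC80; imaged beta-arrestin-GFP aggregate spots per cell after agonist stimulation; plate controls were LPI-stimulated DMSO wells for no effect and DMSO wells without LPI for full effect; some results filed as inactive read as strong as hits; confirmed hits need IC50 under 10 µM and bright autofluorescent wells are also inconclusive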
GPR55 beta-arrestin – GPR55 agonists via beta-arrestin recruitment, primary screen, imaging, U2OS cells, beta-arrestin-GFP redistribution (AID 1961). G-protein coupled receptor 55 (Homo sapiens). U2OS GPR55 beta-arrestin-GFP redistribution imaging; higher % means a stronger effect. one-dose activation, % at 10 µM; EC50 in µM for titrated hits. 290,000 tested, 0.048% active;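 active means activation above 40% with more than 50 cells counted in the well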;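 further: U2OS osteosarcoma cells stably expressing GPR55 and beta-arrestin-GFP; plate controls were DMSO negative control for no effect and LPI positive control for full effect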
HIV peptide binding – inhibitors of HIV fusion peptide binding, primary screen, biochemical, uHTS, fluorescence dequenching (AID 1986). inhibition, % at 20 µM, or IC50 in µM where a hit was titrated. 290,000 tested, 0.3% active. cell-free peptide binding, fluorescence dequenching, 30 min; higher % means a stronger effect; in the data active means inhibition mostly above about 52%, no sharp cut-off; inactive means mostly below about 76%; further: some results filed as inactive read as strong as hits
Dengue-2 NS5 capping – Dengue-2 NS5 methyltransferase inhibitors, primary screen, biochemical, confirmation dose response (AID 588689) | Genome polyprotein (Dengue virus type 2 (strain 16681-PDK53)) | one-dose inhibition, % at 25 µM; IC50 in µM for titrated hits | 340,000 tested, 0.3% active | Dengue-2 NS5 methyltransferase capping enzyme assay, biochemical; higher % means a stronger effect; in the data active means a potency from the dose series
AID2073 – inhibitors of Mint1-CaV2.2 protein interaction, biochemical, HTRF (AID 2073); HTRF protein-protein interaction, Mint1-CaV2.2; higher % means a stronger effect; one-dose inhibition, % at 20 µM; IC50 in µM for titrated hits; 290,000 tested, 0.19% active; in the data active means inhibition mostly above about 51%, no sharp cut-off; further: some results filed as inactive read as strong as hits
K1F lysis inhibition – inhibition of K1F phage lysis, E. coli UTI89, bacterial capsule biogenesis inhibitors, alamar blue (AID 488966) | 340,000 tested, 0.02% active | E. coli UTI89 K1F phage lysis, alamar blue, 2 h; higher % means a stronger effect | inhibition, % at 100 µM; hits with a dose series show IC50 in µM;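 active means phage lysis inhibition, versus mean bacterial control, above a set limit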;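 further: capsule biogenesis inhibitors block K1F phage lysis so surviving cells raise fluorescence; higher fluorescence means more inhibition of phage lysis; actives were called in the ten point dose series up to 300 µM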
NTR1 ag – agonists of NTR1, primary screen, imaging, U2OS cells, beta-arrestin-GFP, high content (AID 493036); activation, % at 20 µM; Neurotensin receptor type 1 (Homo sapiens), P30989; NTR1-U2OS beta-arrestin-GFP spot imaging, agonist mode; 330,000 tested, 0.17% active;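 active means activation at or above 40% of the spot to cytoplasm intensity ratio, with at least 20 cells analyzed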;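 further: 0% = DMSO without peptide and 100% = 100 nM NTR1 peptide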
Target sequence (P30989 whole entry, looked up): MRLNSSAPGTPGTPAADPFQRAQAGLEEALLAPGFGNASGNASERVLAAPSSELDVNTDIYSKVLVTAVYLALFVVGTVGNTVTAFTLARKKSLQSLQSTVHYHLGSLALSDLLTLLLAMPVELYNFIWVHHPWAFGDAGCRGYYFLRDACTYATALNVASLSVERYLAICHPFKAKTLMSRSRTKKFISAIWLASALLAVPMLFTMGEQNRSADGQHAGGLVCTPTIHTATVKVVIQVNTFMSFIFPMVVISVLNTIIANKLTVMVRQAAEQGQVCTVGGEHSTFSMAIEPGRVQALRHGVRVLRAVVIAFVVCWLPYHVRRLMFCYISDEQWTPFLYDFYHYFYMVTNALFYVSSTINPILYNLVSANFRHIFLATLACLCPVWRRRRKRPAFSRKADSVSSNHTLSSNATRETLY
SIAH1 antagonists – Siah-1 peptide-binding antagonists, primary screen, biochemical, fluorescence polarization, rhodamine-plectin, uHTS (AID 1817) | E3 ubiquitin-protein ligase SIAH1 (Homo sapiens) | Siah-1 / rhodamine-plectin peptide fluorescence polarization; higher % means a stronger effect | displacement, % at 20 µM, or IC50 in µM where a hit was titrated | 290,000 tested, 0.02% active;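 active means displacement of at least 50% at 20 µM, with a fluorescence ratio check between 0.3 and a set limit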;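 further: plate controls were Siah plus tracer with DMSO for no effect and tracer alone without Siah for full effect; strong numbers were not always called active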
NTR1 ag cell count 20 µM – further read-out of NTR1 ag, marked with its call; cell count; measured here: cell count, cytotoxicity flag
Dengue-2 NS5 capping pilot replicate – also measured in Dengue-2 NS5 capping; calls as there; inhibition, %; measured here: pilot screen replicate inhibition
An asterisk follows results filed as active; . = not tested or not shown; [ ] = remark or other dose.

SMILES | GPR35 arrestin U2OS | GPR55 antagonists | GPR55 beta-arrestin | HIV peptide binding | Dengue-2 NS5 capping | AID2073 | K1F lysis inhibition | NTR1 ag | NTR1 ag cell count 20 µM | SIAH1 antagonists | others
COc1ccc2c(c1OC)C(=O)N(C(C)C(=O)O)C2=O (stereo unspecified) | 14.3% | 15.3% | 0.6% | 4.1% | -3.5% | 17.9% | 0.2% | 1.5 | 50 | -2.6%
CCOC(=O)c1ccc(N/C=C/C(=O)c2ccccc2)cc1 | 0.7% | 10.8% | 0.0% | -0.2% | -3.7% | 0.3% | -0.8% | -1.1 | 40 | 0.6%
Cc1ccc(SCc2c(C(=O)N/N=C/c3ccccc3)nnn2-c2nonc2N)cc1 | -7.9% | 3.0% | 0.4% | 0.4% | 0.0% | 2.4% | -1.4% | 6.7 | 46 | -3.2%
CCc1nccn1C(=O)c1cnn2c(C(F)F)cc(-c3ccc(C)cc3)nc12 | 10.2% | 9.7% | -0.2% | -1.7% | 2.6% | 19.6% | 0.1% | 38.1 | 43 | 6.4%
O=C(Nc1cccc(S(=O)(=O)NC2=NCCC2)c1)C1CCC1 | -13.7% | -1.4% | -0.5% | -2.8% | . | -12.2% | 0.3% | 0.1 | 39 | 3.1%
COc1ccc(OCC(O)CNC(=O)Nc2cc(F)ccc2C)cc1 (stereo unspecified) | -9.3% | 7.5% | 0.2% | 0.2% | -13.1% | 4.3% | -0.7% | 0.3 | 42 | 3.0%
Cc1ccc(CNC(=O)C(NS(=O)(=O)c2cccs2)C(C)C)cc1 (stereo unspecified) | 1.8% | 4.9% | -0.3% | 0.5% | 3.5% | 12.1% | 0.0% | -0.1 | 54 | -0.5%
CCc1nnc(NC(=O)c2cccc(S(=O)(=O)N3CC(c4ccccc4)CC3=O)c2)s1 (stereo unspecified) | 14.3% | 6.0% | -0.2% | 1.2% | -2.2% | -4.6% | -3.8% | -5.2 | 58 | 0.0%
CC(=O)Nc1ccc(N2C(=O)C3C4C=CC(CC4)C3C2=O)cc1 (stereo unspecified) | 14.5% | 12.4% | 1.3% | 0.6% | -2.6% | -0.3% | -0.1%[50 µM] | 0.3 | 96 | -1.3%
O=C(c1cnn2c(C(F)(F)F)cc(-c3ccc4c(c3)OCO4)nc12)N1CCCCC1 | 0.3% | 2.2% | -0.3% | 0.2% | -3.8% | 11.6% | 0.1% | 1.2 | 82 | 1.7%
CN(c1ccccc1)S(=O)(=O)c1ccc(C(=O)Nc2nccs2)cc1 | 7.5% | 22.8% | -0.2% | 2.2% | -4.2% | -0.1% | -1.1% | 1.2 | 61 | -3.4%
O=C(O)CN1C(=O)/C(=C\c2cc(Br)ccc2OCc2ccccc2Cl)SC1=S | -14.9% | 14.9% | 0.4% | 14.3µM* | 24.3µM* | 6.1% | -0.5% | 5.2 | 84 | 6.4%
COc1ccc(C)cc1NC(=O)CCCN1C(=S)NC(C)(C)CC1C (stereo unspecified) | 8.3% | 7.7% | -0.2% | -1.0% | 1.3% | 15.4% | 1.5%[50 µM] | -2.7 | 66 | 3.0%
CCNc1ccc(C(=O)OCC)cc1NC(=O)c1cccc(N(C)C)c1 | -20.0% | -17.3% | -0.2% | -2.4% | 1.4% | 0.6% | 3.1% | 1.5 | 45 | 3.2%
COc1ccc(N2Cc3ccccc3C2)cc1Cl | -7.5% | 0.2% | -0.2% | 1.0% | -0.7% | 7.7% | 4.8% | 0.2 | 70 | 2.8%
COc1ccc(C)c2sc(NC(=O)c3cccc(N4C(=O)CCC4=O)c3)nc12 | -11.7% | -5.5% | -0.1% | 0.4% | -8.7% | 31.2% | 0.7% | 1.8 | 61 | -0.5%
O=C(c1cccc2c1C(=O)N(Cc1cccnc1)C2)N1CCN(c2ccccc2)CC1 | -9.7% | 3.5% | -0.1% | 1.1% | -4.8% | -11.2% | 6.2% | 0.5 | 76 | -5.3%
CC(C)[C@H](NC(=O)[C@@H]1Cc2ccccc2CN1C(=O)OC(C)(C)C)C(=O)NC1CCCC1 | -4.4% | -15.4% | 0.3% | -1.3% | 0.0% | 6.4% | -0.6% | 1.3 | 61 | -4.4%
COc1cc(C(C)=O)ccc1OCC(=O)c1cc(C)n(C2CC2)c1C | -4.6% | -15.8% | -1.0% | 3.1% | 0.8% | -1.3% | -0.1% | 2.9 | 73 | 2.1%
O=C(NCC1CCCN(Cc2ccc3nonc3c2)C1)c1ccc(F)cc1 (stereo unspecified) | 8.0% | -15.6% | 0.2% | 0.1% | -2.6% | 33.8% | -0.2% | 0.6 | 76 | -3.9%
CCC(C)NC(=O)C1CCN(S(=O)(=O)c2cccc3cccnc23)CC1 (stereo unspecified) | 1.6% | 18.6% | -0.2% | -2.7% | 0.0% | -3.9% | -3.5% | -0.7 | 62 | -2.5%
COc1ccc(CCN(C)CCCC(C#N)(c2cc(OC)c(OC)c(OC)c2)C(C)C)cc1OC (stereo unspecified) | -7.0% | 0.5% | -0.1% | 2.3% | 4.4% | -4.7% | 5.4% | -2.3 | 60 | 6.5%
Cc1[nH]n(-c2ccccc2)c(=O)c1/C=N/c1ccccn1 | 6.5% | 1.6% | 0.7% | 0.2% | 0.7% | 5.4% | 2.7%[50 µM] | 1.3 | 57 | 5.0%
CN(Cc1nccs1)C(=O)CC1C(=O)NCCN1Cc1ccc(-c2ccccc2)cc1 (stereo unspecified) | -7.0% | -5.1% | -0.1% | -3.4% | 5.0% | 17.7% | -0.6%[50 µM] | 0.1 | 60 | -5.7%
Cc1ccc(C(=O)CC2(O)C(=O)N(Cc3ccccc3Cl)c3ccccc32)o1 (stereo unspecified) | 5.0% | 1.8% | 0.5% | 0.7% | -5.0% | -3.9% | -0.8% | -1.4 | 21 | 2.5%
CCOc1ccccc1-c1nc(-c2ccc(NC(=O)Cc3ccccc3OC)cc2)no1 | 1.5% | -7.6% | -0.2% | 0.4% | -8.9% | 17.2% | 0.2% | 2.1 | 96 | -1.9%
CC(=O)Nc1ccc(SCc2csc(C)n2)cc1 | 2.6% | 1.5% | 0.6% | -0.5% | 0.0% | 24.5% | 0.3% | -1.1 | 46 | 4.2%
Cc1ccc(C(=O)NC2CCN(C(=O)Nc3ccc(F)cc3)CC2)cc1 | 28.6% | 17.8% | 0.2% | -1.9% | 0.8% | -3.6% | -0.1% | -1.8 | 46 | 2.7%
CCOC(=O)CN(Cc1sccc1C)C(=O)Nc1ccc(OC)cc1OC | -14.4% | 10.7% | 0.0% | 1.3% | -8.3% | 4.3% | 1.5%[50 µM] | -0.6 | 74 | 0.3%
CCOC(=O)c1ccccc1NC(=O)COC(=O)CN1C(=O)NC2(CCCC2)C1=O | 9.3% | -10.6% | 0.3% | 0.7% | 2.9% | 4.3% | 0.0% | 1.1 | 56 | 1.4%
CC(=O)c1ccccc1OCc1ccc(S(=O)(=O)Cc2ccccc2)cc1 | 6.9% | -10.6% | -0.2% | 1.1% | -1.3% | -6.2% | -0.2% | 1.2 | 80 | 0.2% | Dengue-2 NS5 capping pilot replicate=2.4
CCOC(=O)C1=C(N)Oc2cc(O)ccc2C1c1ccc(Br)cc1 (stereo unspecified) | 10.0% | 18.7% | -0.1% | 1.1% | -5.7% | 12.0% | -0.4% | 1.9 | 66 | -5.0%
CN(C)CCNc1ncnc2c1sc1nc(N3CCOCC3)c3c(c12)CC(C)(C)SC3 | 22.9% | 26.7% | 0.0% | -1.7% | -2.9% | 7.7% | -1.0% | 18.1 | 73 | 4.3%
O=C(O)Cc1ccc(OCc2ccc(Cl)nc2)cc1 | 1.3% | -4.9% | 0.0% | -1.7% | 2.9% | -8.9% | -0.1% | -0.9 | 24 | -2.3%
COc1ccccc1C(=O)NC(=S)Nc1ccc(Cc2ccncc2)cc1 | 14.6% | -0.1% | -0.1% | -1.8% | -1.3% | -6.9% | -0.3% | 3.6 | 46 | -4.1%
Cc1csc(NC(=O)c2ccc(S(=O)(=O)N(C)c3ccccc3)cc2)n1 | 2.6% | 1.6% | -0.1% | -0.4% | -15.9% | -9.3% | 0.4% | 0.1 | 48 | 0.1%
Cc1ccc(S(=O)(=O)c2c(N)n(CC3CCOC3)c3nc4ccccc4nc23)cc1 (stereo unspecified) | 9.2% | 1.9% | -0.2% | -1.8% | -6.2% | 13.0% | 0.7% | 3.2 | 52 | 3.9%
CCn1c(SCC(=O)N(Cc2ccccc2)C2CCS(=O)(=O)C2)nc2ccccc2c1=O (stereo unspecified) | 4.7% | 12.8% | 0.2% | 4.4% | -0.8% | -6.5% | -1.1% | 2.8 | 72 | 3.5%
Cc1ccc(S(=O)(=O)CCC(=O)NC2CCCC2)cc1 | 6.4% | -1.6% | -0.1% | -0.4% | 0.3% | 4.5% | -1.7%[50 µM] | 0.0 | 55 | -1.1%
O=C(CCS(=O)(=O)c1ccccc1)Nc1nc(-c2ccc(F)cc2)cs1 | 20.5% | -6.7% | -0.1% | -1.6% | -1.7% | 1.5% | 0.2% | 3.2 | 67 | -5.9%
Cc1ccc2nc(N(CCCN(C)C)C(=O)c3ccco3)sc2c1 | 18.1% | 2.6% | 0.6% | 0.6% | 5.4% | -8.1% | 0.3% | 0.4 | 54 | 2.6%
COc1ccc(Br)cc1/C=C/C(=O)NC(=S)Nc1ccc(Cl)c(C(=O)O)c1 | -13.7% | 61.6% | 0.0% | 68.2% | 46.9µM* | 29.3% | -1.9% | 1.6 | 37 | 16.4%
